# High-throughput results as filed in PubChem.
# GalR3 antag: antagonists of human GalR3. O60755. HEK293 GalR3-CNG cAMP membrane potential fluorescence; galR3 body fused to GalR1 C-terminus. inhibition, % at 3 µM. 360,000 compounds, 0.44% hits. AID 651719;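 active means inhibition above the screen-wide average plus 3 SD, cut at about 13% in these data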;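 further: forskolin and galanin both at EC90 stimulate the cells; cAMP rise reported by CNG channel membrane potential dye signal; 0% = forskolin plus galanin with DMSO and 100% = forskolin alone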
# CRFBP-R2 block: blocks CRF-induced signaling of the CRF-BP/CRF-R2 complex; HEK293 CRF-R2/CRF-BP, CRF-induced calcium fluorescence; 350,000 compounds, 0.59% hits; inhibition, % at 11.8 µM; AID 588475;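 active means inhibition of the ligand-induced calcium signal above about 50% at the single tested concentration, limit read from the data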
# IMP-1 inhibitor: inhibitors of Pseudomonas aeruginosa IMP-1 metallo-beta-lactamase; inhibition, % at 5.6 µM; AID 1556; purified IMP-1, nitrocefin hydrolysis, epi-absorbance fluorescence; 290,000 compounds, 0.45% hits;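 active means inhibition above the mean plus 3 SD of all compounds in the same screening run, cut at about 4.5% in these data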;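 further: 0% = IMP-1 with DMSO and 100% = DMSO wells lacking enzyme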
#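 Test system: recombinant IMP-1 enzyme, purified / Medium: HEPES buffer pH 7.1 with ZnSO4 and Brij 35 / Doses: single dose, 5.6 µM / Times: 25 °C, 15 min preincubation, 25 min reaction / Detection: Epi-absorbance via hydrolysed-nitrocefin quenching of white-plate fluorescence, 480/530 nm, EDTA stop / Evaluation: percent inhibition from optical density relative to buffer-blank wells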
# IDE cell activ: IDE (human) activation, cell-based; HEK cells, FAbeta-B cleavage, fluorescence polarization; 0% vehicle, 100% cell-free pure enzyme wells; activation, % at 5.96 µM; 340,000 compounds, 0.073% hits;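 active means activation above the mean of all tested compounds plus 3 SD, set per screening campaign, cut at about 17% in these data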
# Target sequence (P14735 whole entry, looked up): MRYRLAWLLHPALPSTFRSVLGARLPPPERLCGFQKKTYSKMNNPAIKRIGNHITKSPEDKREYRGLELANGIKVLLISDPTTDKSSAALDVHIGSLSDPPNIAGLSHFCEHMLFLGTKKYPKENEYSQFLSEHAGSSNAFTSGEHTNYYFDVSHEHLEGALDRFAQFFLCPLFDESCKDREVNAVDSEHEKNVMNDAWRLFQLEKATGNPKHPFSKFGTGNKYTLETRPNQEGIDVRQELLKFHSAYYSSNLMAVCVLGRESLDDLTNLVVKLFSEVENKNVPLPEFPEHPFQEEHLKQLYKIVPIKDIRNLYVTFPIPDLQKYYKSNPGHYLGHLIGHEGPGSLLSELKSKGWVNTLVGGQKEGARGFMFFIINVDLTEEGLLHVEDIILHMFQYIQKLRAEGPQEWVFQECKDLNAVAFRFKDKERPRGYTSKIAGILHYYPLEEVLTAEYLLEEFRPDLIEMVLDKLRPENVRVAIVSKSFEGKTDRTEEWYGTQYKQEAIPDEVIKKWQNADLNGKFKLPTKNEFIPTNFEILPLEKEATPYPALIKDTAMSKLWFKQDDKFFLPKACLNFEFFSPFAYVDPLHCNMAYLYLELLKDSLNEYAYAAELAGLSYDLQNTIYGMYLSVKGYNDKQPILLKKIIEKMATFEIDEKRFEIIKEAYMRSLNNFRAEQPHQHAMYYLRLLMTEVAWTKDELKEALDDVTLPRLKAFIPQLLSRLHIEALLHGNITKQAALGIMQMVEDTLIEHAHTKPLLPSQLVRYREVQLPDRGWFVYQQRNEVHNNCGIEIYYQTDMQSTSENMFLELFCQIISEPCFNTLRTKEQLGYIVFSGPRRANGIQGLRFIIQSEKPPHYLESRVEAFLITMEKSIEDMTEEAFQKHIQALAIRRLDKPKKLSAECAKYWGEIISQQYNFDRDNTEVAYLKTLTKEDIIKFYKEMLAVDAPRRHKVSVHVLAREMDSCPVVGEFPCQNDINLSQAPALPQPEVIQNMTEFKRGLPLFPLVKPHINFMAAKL
# VIM-2 inh: blocks Pseudomonas aeruginosa VIM-2 metallo-beta-lactamase | purified VIM-2, nitrocefin hydrolysis, epi-absorbance fluorescence | inhibition, % at 5.6 µM | 290,000 compounds, 0.89% hits;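 active means inhibition above the mean of all tested compounds plus 3 SD, cutoff set per screening run, cut at about 7.5% in these data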;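 further: red hydrolysis product quenches plate fluorescence so inhibitors raise well fluorescence; 0% = enzyme with DMSO and 100% = DMSO without enzyme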
# pCIP destab: compounds decreasing mouse p/CIP protein stability; decrease of EGFP signal, % at 10 µM; Q05BA5; 290,000 compounds, 0.01% hits; F442A p/CIP-EGFP cells, EGFP fluorescence, 16 h; AID 1984;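 active means EGFP signal decrease of at least 30% at 10 µM or well 3 SD below plate mean, unless failing retest; inactive means the rest, including hits failing retest or dose response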; further: some compounds called inactive have numbers as strong as hits; many of its hits are not listed in these tables
# IDE inh: cellular human IDE inhibition | inhibition, % at 5.59 µM | 320,000 compounds, 0.41% hits | HEK cells, FAbetaB cleavage, fluorescence polarization;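 active means percent inhibition above the average of all tested compounds plus 3 SD, set per screening campaign, cut at about 16% in these data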;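 further: IDE supplied by intact live HEK cells; FP after avidin binding of uncleaved biotin substrate so inhibition keeps polarization high; 0% = DMSO wells and 100% = 60 µM reference IDE inhibitor Ii1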
# NS3 helicase inh: HCV NS3 helicase inhibition | NS3 helicase DNA unwinding, Cy5 molecular beacon fluorescence | inhibition, % at 10.9 µM | 290,000 compounds, 0.56% hits;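 active means inhibition above the mean of all tested compounds plus 3 SD, set per campaign, cut at about 35% in these data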;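 further: 0% = DMSO wells and 100% = thioflavine S control wells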
#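 System: HCV NS3 helicase fragment; control set: DMSO and thioflavine S; technique: Cy5 fluorescence at 0 and 60 min, beacon hairpin quenching; reagent: beacon DNA duplex substrate plus ATP; replicates: singlicate; schedule: 1 h reaction at 25 °C, ATP-initiated; medium: MOPS buffer pH 6.5 with MgCl2, DTT, Tween20, BSA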
# UBC9 SUMO inh: SUMOylation inhibition. 290,000 compounds, 0.36% hits. P63279. inhibition, % at 35 µM. AID 2006. HTRF SUMOylation assay, SAE1/SAE2 + UBC9, in vitro; in the data active means inhibition above about 50%, passing the limit was not always enough; further: strong numbers were not always called active
# Numbers without * were called inactive; . = no result given.
SMILES,GalR3 antag,CRFBP-R2 block,IMP-1 inhibitor,IDE cell activ,VIM-2 inh,pCIP destab,IDE inh,NS3 helicase inh,UBC9 SUMO inh
CCOC1=NN(c2ccc(Cl)cc2)C(=O)/C1=C\N(C)C,-1,10,-2.1,-2,-1.7,-6,1,7,6
CCOP(=O)(OCC)C(NC(=O)C(F)(F)F)c1ccccc1 (centres undefined),-2,-18,-3.4,5,-0.2,-2,6,1,9
COc1cc(/C=C2/SC(=S)N(CC(=O)NC(C)(C)C)C2=O)cc(OC)c1OC,-10,4,-6.8,2,-0.7,-8,8,11,-5
COc1ccc(CCc2cc(OC)cc(=O)o2)cc1,-2,0,.,0,.,5,-3,.,-2
CN(C)c1nc(NC(C)(C)C)nc(NC(C)(C)C)n1,-5,-8,-2.0,0,0.1,-2,-2,-4,-1
COc1cc(/C=C2\CC/C(=C\c3cc(OC)c(O)c(OC)c3)C2=O)cc(OC)c1O,0,-15,-3.6,-3,-3.4,-7,7,28,30
O=C(Cc1csc(-c2ccc(Cl)cc2)n1)Nc1cccc(S(=O)(=O)NC2=NCCC2)c1,5,-1,.,8,.,.,6,.,.
CC(C)(C)c1ccc(C(=O)NCC(=O)N2CCC3(CC2)NCCc2[nH]cnc23)cc1,-7,-12,2.9,7,-0.5,8,2,-7,4
CSc1ccccc1NC(=O)C1CCN(S(C)(=O)=O)CC1,-3,-5,-1.3,3,-2.4,3,0,-1,5
O=C(O)c1cccc(Cn2c(Cl)c(/C=N/NC(=O)c3ccccc3O)sc2=O)c1,-5,-12,-1.5,1,-5.1,-2,8,13,-1
Cn1cc([N+](=O)[O-])c(C(=O)Nc2cnn(Cc3ccc(F)cc3)c2)n1,-12,-7,-2.0,2,-3.0,1,2,6,-10
CCCCCCCC(=O)NNC(=O)c1ccc([N+](=O)[O-])cc1,7,24,-2.0,2,-5.5,-14,-4,3,-17
CCOc1cc(C(=O)N(C)c2ccccc2)cc(OCC)c1OCC,3,24,-3.2,-1,-6.7,-4,-1,-2,11
Cc1ccccc1NCC(=O)N/N=C/c1c(C)c(C(=O)c2ccc(Cl)cc2)n2ccccc12,-3,-21,-2.7,-2,-2.3,-6,2,2,4
O=C(NNC(=O)c1ccccn1)c1ccc(OC(F)F)cc1,-4,19,.,3,.,.,-1,.,.
Cc1ccccc1C1CCCN(Cc2nc(CC3CC3)no2)C1 (centres undefined),-4,-5,-3.2,2,-3.5,-5,4,0,-5
Cc1ccc(NC(=O)CSC2=C(C#N)C(c3ccco3)C3=C(CC(C)(C)CC3=O)N2)cc1 (centres undefined),-4,25,-3.7,0,-5.2,-7,1,2,-4
COc1ccc(S(=O)(=O)N2CCCC2)cc1Br,-10,-8,-3.1,5,-0.2,-5,2,0,3
CCOC(=O)C1=C(C)NC(=S)NC1c1cc(C)sc1C (centres undefined),-3,-1,-2.7,9,-4.2,1,-2,4,-9
COc1ccc(N(CC(=O)NCc2ccccn2)S(=O)(=O)c2ccccc2[N+](=O)[O-])c(OC)c1,-4,5,-3.7,4,-1.8,-8,2,4,3

# Reprinted from the listing, eleven compounds:
SMILES,GalR3 antag,CRFBP-R2 block,IMP-1 inhibitor,IDE cell activ,VIM-2 inh,pCIP destab,IDE inh,NS3 helicase inh,UBC9 SUMO inh
O=C(O)c1cccc(Cn2c(Cl)c(/C=N/NC(=O)c3ccccc3O)sc2=O)c1,-5,-12,-1.5,1,-5.1,-2,8,13,-1
Cn1cc([N+](=O)[O-])c(C(=O)Nc2cnn(Cc3ccc(F)cc3)c2)n1,-12,-7,-2.0,2,-3.0,1,2,6,-10
CCCCCCCC(=O)NNC(=O)c1ccc([N+](=O)[O-])cc1,7,24,-2.0,2,-5.5,-14,-4,3,-17
CCOc1cc(C(=O)N(C)c2ccccc2)cc(OCC)c1OCC,3,24,-3.2,-1,-6.7,-4,-1,-2,11
Cc1ccccc1NCC(=O)N/N=C/c1c(C)c(C(=O)c2ccc(Cl)cc2)n2ccccc12,-3,-21,-2.7,-2,-2.3,-6,2,2,4
O=C(NNC(=O)c1ccccn1)c1ccc(OC(F)F)cc1,-4,19,.,3,.,.,-1,.,.
Cc1ccccc1C1CCCN(Cc2nc(CC3CC3)no2)C1 (centres undefined),-4,-5,-3.2,2,-3.5,-5,4,0,-5
Cc1ccc(NC(=O)CSC2=C(C#N)C(c3ccco3)C3=C(CC(C)(C)CC3=O)N2)cc1 (centres undefined),-4,25,-3.7,0,-5.2,-7,1,2,-4
COc1ccc(S(=O)(=O)N2CCCC2)cc1Br,-10,-8,-3.1,5,-0.2,-5,2,0,3
CCOC(=O)C1=C(C)NC(=S)NC1c1cc(C)sc1C (centres undefined),-3,-1,-2.7,9,-4.2,1,-2,4,-9
COc1ccc(N(CC(=O)NCc2ccccn2)S(=O)(=O)c2ccccc2[N+](=O)[O-])c(OC)c1,-4,5,-3.7,4,-1.8,-8,2,4,3

# The list goes on.
SMILES,GalR3 antag,CRFBP-R2 block,IMP-1 inhibitor,IDE cell activ,VIM-2 inh,pCIP destab,IDE inh,NS3 helicase inh,UBC9 SUMO inh
O=C1N(c2ccccc2C(F)(F)F)O[C@]1(c1ccccc1)C1CCCC1,-6,4,.,1,.,.,4,.,.
CN(C(=O)CSc1nc(-c2cccs2)nc2ccccc12)C1CCS(=O)(=O)C1 (centres undefined),-1,-11,.,4,.,.,4,.,.
CCc1cc2c(=O)n(Cc3ccco3)c(SCC(=O)N3CCCc4ccccc43)nc2s1,-5,12,6.0*,1,3.0,2,7,43*,26
CCN(C(=O)C1CCN(c2nc(-c3ccc(OC)cc3)no2)CC1)c1ccc(OC)cc1,.,2,-4.7,7,-5.1,-16,-1,-22,-1
Cc1ccc(C2/C(=C(/O)c3ccccc3)C(=O)C(=O)N2CCN2CCOCC2)o1 (centres undefined),-2,-27,2.5,5,-0.8,-2,4,15,14
O=C(CCCN1C(=O)c2ccccc2C1=O)Nc1ccc(Br)cn1,-4,11,-2.0,0,0.9,6,3,6,0
CCOC(=O)c1ccc(NC(=O)COc2ccc(-n3cnnn3)cc2)cc1,-4,4,-3.5,-1,-1.4,8,6,-3,-2
CC(C)CN(C(=O)CN1C(=O)NC2(CCc3ccccc32)C1=O)C1CCS(=O)(=O)C1 (centres undefined),-6,-4,.,-1,.,.,-1,.,.
c1ccc(SCc2cc(-c3ccccc3)no2)cc1,-9,-1,-4.1,-2,-2.8,-19,3,-2,11
CCC(=O)NC(Nc1cc(C)ccn1)(C(F)(F)F)C(F)(F)F,-11,-18,-3.3,6,-4.2,-1,1,-2,8
Cc1nc(NC(=O)COC(=O)C(NC(=O)c2ccco2)C(C)C)c(Cl)cc1Cl (centres undefined),-1,3,0.5,3,-1.4,-3,2,13,3
Clc1ccc(Cn2ccc(-c3ccc4c(c3)OCO4)n2)cc1Cl,-5,-2,-1.5,4,-8.1,15,3,-12,-26
Cc1ccc(-n2ncc3c2CC(C)(C)CC3NC(=O)CCCN2CCCCC2=O)cc1 (centres undefined),-7,1,-3.5,5,-2.4,1,5,3,3
CCN(CC(=O)Nc1cc(S(=O)(=O)N2CCOCC2)ccc1Cl)Cc1ccccc1,-8,9,.,0,.,.,7,.,.
CCOC(=O)c1ccc(NC(=S)Nc2ccc(Cl)cn2)cc1,-5,27,-1.3,8,-1.4,-12,5,-10,-2
Cc1ccc(SC[C@H](CC(C)C)N2CCN(CCc3ccccc3)CCC2=O)cc1,-5,-1,.,1,.,-2,.,.,-18
O=C(NC1CCC(O)CC1)c1ccc(NS(=O)(=O)c2cccc([N+](=O)[O-])c2)cc1 (centres undefined),0,3,.,7,.,.,7,.,.
CC1N(C(=O)N2CCOCC2)CCN1S(=O)(=O)c1cccc(C(F)(F)F)c1 (centres undefined),-10,-4,-2.4,1,-1.4,-12,-4,-8,16
COc1ccc(Cn2nnnc2C(CC(C)C)N2CCN(c3ccccc3)CC2)cc1 (centres undefined),0,26,-1.2,-3,-2.7,-4,-1,-6,-31
O=C(CCC(=O)Nc1cc(C(F)(F)F)ccc1Cl)N/N=C\c1cc([N+](=O)[O-])ccc1O,9,-35,-1.4,1,-0.9,-2,-4,8,-19
Cn1c(N)c(C(=O)COC(=O)c2cccs2)c(=O)n(C)c1=O,-3,4,-2.5,6,-2.1,-4,1,-12,12
Cc1nnc(NC(=O)C2C3C=CC(O3)C2C(=O)O)s1 (centres undefined),.,.,-1.8,.,-2.2,-11,-2,-6,12
Cc1cc(CN(C)Cc2cn(C)nc2-c2ccc(Oc3ccccc3)cc2)on1,-5,13,-1.4,0,-1.9,-8,3,-7,11
O=C(NCc1ccccc1)C1CCCN1C(=O)Nc1ccccc1[N+](=O)[O-] (centres undefined),-3,11,-2.7,0,-1.6,-9,.,-2,13
CS(=O)(=O)c1ccc(C(=O)CN2C(=O)NC3(CCCc4ccccc43)C2=O)cc1 (centres undefined),5,53*,.,1,.,.,-1,.,.
CCCN(CC1CC1)C(=S)NC(=O)C1CC1,-4,9,-3.4,1,-4.1,-2,6,9,12
Cc1sc(NC(=S)NC(=O)CCc2ccccc2)c(C(N)=O)c1C,-3,1,-1.0,4,0.2,-9,0,-1,11
Fc1cc(F)c2nc(N3CCCC3)sc2c1,-4,6,-2.4,3,-4.2,17,6,8,-14
CCCNC(=S)N1CCC(n2cnc3ccccc32)CC1,-6,-6,-3.7,-1,-2.1,-6,-3,-1,15
Cc1cc(NO)c(C(C)C)cc1N=O,-4,-171,-0.3,5,0.9,3,3,1,13
COc1ccc(CN2[C@@H](CC(=O)O)c3cc(C(F)(F)F)ccc3S2(=O)=O)cc1,-5,15,.,6,.,.,6,.,.
COc1ccc(-c2n[nH]c(C)c2-c2cscn2)c(O)c1,-3,0,-0.7,1,-1.5,6,7,-9,-1
Fc1ccc(-n2[nH]nnc2=S)cc1N1CCCC1,-9,9,-1.1,-1,-1.0,-5,1,11,26
CCNC(=O)C12CCC(C)(C(=O)O1)C2(C)C (centres undefined),6,10,-4.0,0,-1.6,10,-1,0,12
CCn1nc(C(=O)Nc2ccccc2N2CCCC2)c2ccccc2c1=O,-4,3,.,2,.,.,1,.,.
CCOC(=O)/C(C#N)=C/c1cn(CCC(=O)O)nc1-c1ccc(OC)cc1,14*,-3,-3.2,-1,-1.2,-8,-8,6,11
COc1ccc(CCNCC(O)COc2ccc(OC)cc2C(C)(C)C)cc1 (centres undefined),-13,-14,0.5,1,0.4,-6,0,-53,-9
Cc1ccc(-c2nsc(SCC(=O)NCC3CCCO3)n2)cc1 (centres undefined),-3,-15,-1.6,2,1.7,3,7,2,7
N#C/C(=C\Nc1ccccc1O)c1nc2ccccc2o1,-7,-11,-5.9,6,-5.0,8,5,5,-28
